From PubChem
E-sel TNF inh – E-selectin induction blockers in HUVEC – imaging, immunofluorescence, high content, primary screen; HUVEC TNFa-induced E-selectin immunofluorescence; inhibition, % at 2 µM; actives 0.71% (n = 120,000); AID 1246, 2008;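 active means inhibition above the batch mean plus 3 SD, and confirmed as a hit on visual image review, cut at about 43% in these data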;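 further: 0% = TNF-stimulated DMSO wells and 100% = unstimulated control wells; not every result past the cut was called active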
* marks the source's active call; other numbers are inactive results.

E-sel TNF inh	mol
-6	CC1CCCCC1NC(=O)COC(=O)c1ccc2ccccc2n1 (centres undefined)
-21	O=C(NCc1cccnc1)C1CCC(CNS(=O)(=O)c2ccc(Cl)cc2)CC1 (centres undefined)
0	CC(C)(C)C1(O)CC(C(F)(F)F)=NN1C(=O)Cc1ccc([N+](=O)[O-])cc1 (centres undefined)
-11	CCOC(=O)c1c(C)[nH]c(C)c1C(=O)COC(=O)c1ccc(OC)cc1
13	Cc1noc(NS(=O)(=O)c2ccc(N/C=C/C(=O)c3ccc(F)cc3)cc2)c1C
-17	Clc1ccc(-c2cc3ccccc3nc2N2CCOCC2)cc1
-14	COc1ccccc1CNc1ncnc2cc(OC)c(OC)cc12
-24	CN1C(=O)/C(=C\C=C2/CCCN2C)N(C)C1=S

Next section; it opens with the 6 that closed the last part.
E-sel TNF inh	mol
0	CC(C)(C)C1(O)CC(C(F)(F)F)=NN1C(=O)Cc1ccc([N+](=O)[O-])cc1 (centres undefined)
-11	CCOC(=O)c1c(C)[nH]c(C)c1C(=O)COC(=O)c1ccc(OC)cc1
13	Cc1noc(NS(=O)(=O)c2ccc(N/C=C/C(=O)c3ccc(F)cc3)cc2)c1C
-17	Clc1ccc(-c2cc3ccccc3nc2N2CCOCC2)cc1
-14	COc1ccccc1CNc1ncnc2cc(OC)c(OC)cc12
-24	CN1C(=O)/C(=C\C=C2/CCCN2C)N(C)C1=S
-1	CCN(CC)CCNC(=O)CSc1c2c(nc3cc(Cl)ccc13)CCCC2
-20	Cc1ncc(CN2CCCC(CCC(=O)NCc3ccccc3F)C2)s1 (centres undefined)
-6	CC(C)c1cc(CN2CCN(C3CCCC3)C(CCO)C2)[nH]n1 (centres undefined)
-76	COC(=O)CCN(C(=O)c1ccc(N2CCCC2)c([N+](=O)[O-])c1)c1ccccn1
16	COc1cc(C(=O)NCC(=O)N/N=C/c2ccccn2)cc(OC)c1OC
-8	Cc1ccccc1C(=O)Nc1cccc(-c2ccc3nncn3n2)c1
-70	O=C(CCC(=O)NNC(=O)Nc1cccc(Cl)c1)NCc1ccccc1
-10	O=C(NCc1nnc(SCC(=O)N2CCCc3ccccc32)o1)c1c(F)cccc1Cl
-24	CN(C)C(=O)CSc1ncnc2scc(-c3ccccc3)c12
-19	Cc1cccc(-n2cc(CN(C)Cc3nccn3C)c(-c3cccc(F)c3)n2)c1
8	CCC[n+]1cn(/C(C(=S)Nc2cccc(Cl)c2C)=C(/[O-])c2ccc(OC)c(OC)c2)c2ccccc21
-2	O=C(NCc1ccccc1)C1Cc2ccccc2CN1C(=O)c1ccco1 (centres undefined)
-25	O=C(c1ccccc1)N1CCN(C(=S)NCc2ccco2)CC1
-5	COc1ccc(CN2CCNC(=O)C2CC(=O)N2CCCCO2)c(OC)c1 (centres undefined)
-119	O=C(CO/N=C/c1ccccc1OC(F)F)NC1CCCC1
6	O=C(CCc1c[nH]c2ccccc12)NCC1COc2ccccc2O1 (centres undefined)
-6	CCOc1ccc(-c2nnn(CCC#N)n2)cc1OC
-4	CCc1cc2c(NC3CCCC3)ncnc2s1
-5	CCOC(=O)Cc1csc(NC(=O)Cc2ccccc2[N+](=O)[O-])n1
-6	N#CCSc1ccc(-c2nc3ccccc3[nH]2)cn1
-23	O=C1CN(C(=O)/C=C/c2cccc(Cl)c2)c2ccccc2N1
0	CC1=NN2C(=N)/C(=C\c3cc(C)n(-c4ccccc4)c3C)C(=O)N=C2S1
-61	c1ccc(CN2CCC(Nc3nc(-c4cccs4)nc4ccccc34)CC2)cc1
14	O=C(O)CC(NC(=O)c1sc2ccccc2c1Cl)c1ccc(OC2CCCC2)cc1 (centres undefined)
-24	CSc1sc(C)cc1C=O
5	Cc1ccccc1NC(=O)/C=C1\SC(=O)NC1=O
6	O=C(NCC1CCCO1)c1ccc2c(=O)n(Cc3ccc(Cl)cc3)c(=S)[nH]c2c1 (centres undefined)
-29	c1ccc2[nH]c(NCc3ccc4c(c3)OCO4)nc2c1
22	O=C(c1ccc(Cl)cc1[N+](=O)[O-])N1CCc2ccccc2C1
-15	COc1ccc(C(=O)N2CC(=O)Nc3ccccc32)cc1S(=O)(=O)N1CCCC1
-42	[O-]/C(=C(\C(=S)NCc1ccccc1)[n+]1ccccc1)c1ccc(Cl)cc1
-31	CC(=O)c1ccc(NC(=O)Nc2ccc(Br)cc2C)cc1
-12	O=C(O)CN1C(=O)C2C3CC(C2C1=O)C1C(c2ccc(F)cc2)c2sc(=O)[nH]c2SC31 (centres undefined)
-7	COc1cc(/C=C/C(=O)OCC(=O)Nc2c(C)n(C)n(-c3ccccc3)c2=O)ccc1OCC#N
18	CC1CC(C)CN(CC(=O)NCCc2ccc(S(N)(=O)=O)cc2)C1 (centres undefined)
-52	CC(=O)Nc1ccccc1C(=O)C(=O)Nc1ccc(Cl)cc1
-18	CCN(CC(=O)NCc1ccc(Cl)cc1)C(=O)/C=C/c1ccco1
-19	CCC(c1nnnn1CCOC)N1CCN(c2nc3ccccc3s2)CC1 (centres undefined)
-9	O=C1C(Cl)=C(NCCN2CCCCC2)C(=O)c2ccccc21
-15	CC(=O)N/N=C(\C)CCc1ccccc1
28	CC(=O)N/N=C(\C)CC(=O)Nc1ccc2c(c1)OCCO2
-13	Cc1cc(C(=O)NCc2cc(C(=O)O)co2)co1
5	N#C/C(=N\Nc1ccccc1F)c1nc(-c2ccccc2)cs1
-31	O=C(/C=C/c1cccc([N+](=O)[O-])c1)NCc1ccccc1
-21	CCOC(=O)C(=NCCCN(C)C)NNc1cc(C(F)(F)F)ccc1Cl
-3	CCS(=O)(=O)N1Cc2ccccc2CC1C(=O)Nc1nnc(C2CC2)s1 (centres undefined)
-24	C/C(N)=C(/C#N)C(=O)CSc1nc2cc(Cl)ccc2c(=O)n1Cc1ccco1
-3	C(=N\Nc1ccccn1)/c1ccc2c(c1)OCCO2
-44	CSc1ncccc1C(=O)OCC(=O)c1cccc(Br)c1
-43	CN(CCc1nc2ccccc2[nH]1)Cc1nc(CC2CC2)no1
-11	O=C(Cc1ccccc1)Nc1cccc([N+](=O)[O-])c1
13	COCc1cc(C)n(CC(=O)NCc2ccccc2)c(=O)c1C#N
5	C=CCNC(=O)c1ccccc1NC(=O)C1COc2ccccc2O1 (centres undefined)
19	N#Cc1ccc(OCC(=O)N/N=C(\CCC(=O)O)c2cccs2)cc1
-16	Cc1noc(C)c1C(=O)NC(C)c1ccc(Cl)cc1Cl (centres undefined)
0	Cc1cc(NC(=O)COC(=O)C2CCC2)no1

Next part.
E-sel TNF inh	mol
4	CC(=O)Nc1ccc(/C=N/N2CCCCC2)cc1
-15	CC1(C)SC2C(NC(=O)COc3ccccc3)C(=O)N2C1C(=O)O (centres undefined)
3	CC(=O)c1cc(CN2CCC(N3CCC(C(=O)NC(C)C)CC3)CC2)cs1
-1	CCCCCc1ccc(C(=O)CCCC)c(=S)[nH]1
-12	COC(c1ccccc1)c1nnc(CCC(=O)N(C)C(C2CC2)C2CC2)o1 (centres undefined)
-3	O=C(CSc1nc2ccccc2c(=O)[nH]1)c1ccc(O)cc1O
-2	Fc1ccccc1CCNc1c2c(nc3ncnn13)CCCC2
-11	C/C(CCC(C)C)=N\NC(=O)COc1ccccc1-c1ccccc1
8	CS(=O)(=O)c1ccc(C(=O)NCCN2C(=O)S/C(=C\c3cccnc3)C2=O)cc1[N+](=O)[O-]
-8	Clc1ccccc1CSc1nncn1-c1cccnc1
-42	CCc1sc(C(=O)N2CCc3ccccc32)cc1C
23	O=[N+]([O-])c1cccc(N/N=C/c2cccc(O)c2O)c1
11	S=C(Nc1ccccc1)N1CCN(C(=S)Nc2ccccc2)CC1
-37	O=C(COC(=O)c1cc(NS(=O)(=O)c2cccs2)ccc1O)Nc1cc(Cl)ccc1Cl
-3	CCN(CC)S(=O)(=O)c1ccc(NC(=O)c2cccs2)cc1
-12	CC(=O)c1c(C)[nH]c(C(=O)OCc2c(F)cccc2Cl)c1C

Quoted from the listing.
Cc1cccc(-n2cc(CN(C)Cc3nccn3C)c(-c3cccc(F)c3)n2)c1 in E-sel TNF inh is entered as -19
CCC(c1nnnn1CCOC)N1CCN(c2nc3ccccc3s2)CC1 (centres undefined) in E-sel TNF inh is entered as -19
O=C(NCC1CCCO1)c1ccc2c(=O)n(Cc3ccc(Cl)cc3)c(=S)[nH]c2c1 (centres undefined) in E-sel TNF inh is entered as 6
Clc1ccc(-c2cc3ccccc3nc2N2CCOCC2)cc1 in E-sel TNF inh is entered as -17
CC(C)(C)C1(O)CC(C(F)(F)F)=NN1C(=O)Cc1ccc([N+](=O)[O-])cc1 (centres undefined) in E-sel TNF inh is entered as 0
CC1=NN2C(=N)/C(=C\c3cc(C)n(-c4ccccc4)c3C)C(=O)N=C2S1 in E-sel TNF inh is entered as 0
CC1(C)SC2C(NC(=O)COc3ccccc3)C(=O)N2C1C(=O)O (centres undefined) in E-sel TNF inh is entered as -15
COc1ccc(CN2CCNC(=O)C2CC(=O)N2CCCCO2)c(OC)c1 (centres undefined) in E-sel TNF inh is entered as -5

Continuation.
E-sel TNF inh	mol
14	CC(=O)c1cccc(NC(=O)c2ccc(C(=O)Nc3cccc(C(C)=O)c3)nc2)c1
-2	C/C(N)=C(/C#N)C(=O)CSc1nnc(Nc2ccccc2)s1
-1	S=C(NCCc1ccccc1)NN=C1CCCCCC1
-17	COc1ccc(Cc2n[nH]c(=S)o2)cc1
-14	CCN(CC)/C(Sc1ccccc1)=C(/C(Cl)=C(Cl)Cl)[N+](=O)[O-]
-31	O=[N+]([O-])c1ccc(CNC2CCCc3ccccc32)cc1 (centres undefined)
-7	Cc1nc2c(-c3ccccc3)c[nH]n2c(=O)c1Cc1ccccc1
-12	Cc1ccc(C(=O)NCCc2ccc(S(N)(=O)=O)cc2)cc1[N+](=O)[O-]
-58	COc1cccc(NC(=O)C(c2ccccc2)N2CCNC(=O)C2)c1 (centres undefined)
-4	COC(=O)Cc1c(C(=O)OC)nnn1-c1ccc(OC)cc1
-7	CCNc1nc(C23CC4CC(CC(C4)C2)C3)cs1
11	NNC(=O)c1ccc2c(c1)S(=O)(=O)NNC2=O
-26	COc1ccc(-c2nc(N)sc2C2(O)C(=O)Nc3c(Br)cc(F)cc32)cc1OC (centres undefined)
16	Cc1ccc(C(=O)Nc2ccc(C(F)(F)F)n(C)c2=O)cc1
-34	NC(=O)COC(=O)c1ccc(-c2ccccc2)cc1
-6	CSCCC(NC(N)=O)C(=O)Nc1ccc(C)cc1 (centres undefined)
-8	CCOc1cc(N2CCOCC2)c(OCC)cc1NC(=O)c1ccc(NC(C)=O)cc1
10	O=C(O)c1cccc(NC(=S)N/N=C/c2ccccc2OCc2ccc(Br)cc2)c1
-11	CC(C)CCn1c(N2CCc3ccccc3C2)nc2c1c(=O)[nH]c(=O)n2C
-14	O=C(CNc1ccc(F)cc1)N/N=C/C1CC=CCC1 (centres undefined)
-33	CC(=O)c1c(C)[nH]c(C(=O)OCc2cccc(Cl)c2)c1C
4	COc1ccc(-c2nc(N)n(C(=O)c3cccs3)n2)cc1
100*	CN1CCCN(S(=O)(=O)c2ccc(Cl)c(Cl)c2)CC1
7	O=C(COC(=O)COc1ccccc1)NCc1ccccc1
-4	S=C(NCC1CCCO1)NC1CC1 (centres undefined)
-16	O=C(O)c1c2c(nc3ccccc13)-c1ccccc1CC2
-35	O=C(NN1C(=O)C2C3C=CC(C3)C2C1=O)c1ccccc1 (centres undefined)
-1	CCn1c(-c2cccn(Cc3ccccc3)c2=O)n[nH]c1=S
-11	CN(CC(=O)c1c(N)n(C)c(=O)n(C)c1=O)c1ccccc1
26	COc1ccc(CNC(=O)CN(C(=O)CCC(=O)Nc2ccccn2)c2cccc(C)c2)cc1
25	Fc1ccccc1-n1cc(-c2ccccc2)[nH]c1=S
-2	O=[N+]([O-])c1cc(/C=N/O)ccc1N1CCCC1
8	COC(=O)C1=NNC2C(=O)N(c3ccc(C)cc3)C(=O)C12 (centres undefined)
-14	CCc1nc(CN2CCCC(C(=O)c3ccc4c5c(cccc35)CC4)C2)c(C)[nH]1 (centres undefined)
-3	CC(=O)c1ccc(Oc2ncnc3sccc23)cc1
8	Clc1nssc1=Nc1ccc(Br)cc1
9	Cc1ccc(S(=O)(=O)N2CCC(C(=O)NCCc3ccccn3)CC2)cc1
6	Nc1nc(-c2cccc(F)c2)cs1
-13	COc1ccccc1CNC(=O)c1cccc(S(=O)(=O)N2CCN(C)CC2)c1
2	COc1ccc(N2CCC(CNC(=O)Nc3ccc(Cl)cc3)C2)cc1 (centres undefined)
-10	COc1ccc(N2CC(C(=O)OC(C)C(=O)c3ccccc3)CC2=O)cc1 (centres undefined)
-6	COc1ccc(C(=O)/C(=C/O)N=Nc2ccc(F)cc2)cc1
-11	COc1ccc([N+](=O)[O-])cc1/C=N/NC(=O)c1nonc1N
20	O=C(NCc1n[nH]c(=S)n1Cc1ccccc1)c1ccc(Cl)cc1Cl
-14	CC1CC(C)(C)NC(=S)N1CCC(=O)NCc1ccc(Cl)cc1 (centres undefined)
-10	CC1CN(C(=O)Nc2ccc3c(c2)OCCO3)CC(C)O1 (centres undefined)
12	O=C(/C(=C/O)N=Nc1ccccc1)c1ccco1
-30	CCN1CCN(C(=O)c2cc(COc3ccc4ncccc4c3)on2)CC1
-7	CC(C)(C)NC(=O)C(c1ccncc1)N(CC1CCCO1)C(=O)Cn1nnc(-c2ccc(F)cc2)n1 (centres undefined)
23	Cc1ccc(NC(=O)CSc2nnc(CNC(=O)c3cccs3)o2)cc1
-28	N#Cc1ccc(CSC2=NCCN2)cc1
-5	Cc1csc(Nc2cccc3ccccc23)n1
-7	C/C(=N\OCc1ccc(C#N)cc1)c1ccccc1
-42	Cc1ccc(OCCNC(=O)C(=O)NCc2ccco2)cc1
20	Cc1onc(C(=O)NN)c1C(=O)Nc1ncc(C(F)(F)F)cc1Cl
-3	COc1ccc(/C=N/NC(=O)c2cccc(NC(C)=O)c2)c(C(=O)O)c1OC

Next part:
E-sel TNF inh	mol
-12	COc1ccc(NC(=O)c2ccc3c(c2)OCO3)cc1[N+](=O)[O-]
-28	COc1ccc(/C(N)=N/OC(=O)/C=C/c2ccccc2)cc1
8	Nc1nc(-c2ccccn2)nc(N)c1Cc1c(F)cccc1Cl
-15	c1ccc2c(c1)CC/C2=N/Nc1nc2ccccc2[nH]1
4	COc1ccc(Br)c(C(=O)N2CCN(S(=O)(=O)/C=C/c3ccccc3)CC2)c1

These rows are one share of the data; rates above refer to the full screens.
